# UBC9 SUMO inh = blocks human SUMOylation mediated by UBC9. HTRF SUMOylation assay, SAE1/SAE2 + UBC9, in vitro. 290,000 tested, 0.36% active. AID 2006. P63279. inhibition, % at 35 µM; in the data active = inhibition above about 50%, passing the limit was not always enough; also: strong numbers were not always called active
# Target sequence (P63279 whole entry, looked up): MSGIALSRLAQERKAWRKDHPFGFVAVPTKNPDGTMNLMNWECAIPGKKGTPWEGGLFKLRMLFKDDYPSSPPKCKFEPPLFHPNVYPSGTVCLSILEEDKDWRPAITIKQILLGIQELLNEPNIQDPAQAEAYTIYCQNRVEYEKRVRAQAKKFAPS
# NALP1 inh = NALP1 inhibition; 280,000 tested, 0.61% active; AID 2071; S. cerevisiae NALP1/ASC/caspase-1 growth, X-gal OD620, 72 h; inhibition, % at 10 µM; in the data active = inhibition mostly above about 24%, no sharp cut-off; inactive = mostly below about 32%; also: some compounds called inactive have numbers as strong as hits
# M18AAP inhibitor = blocks P. falciparum M18 aspartyl aminopeptidase; recombinant PfM18AAP, H-Glu-NHMec fluorogenic cleavage; inhibition, % at 7.35 µM; 290,000 tested, 1.2% active; AID 1822;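 active = inhibition above the campaign mean inhibition over all tested compounds plus 3 SD, cut at about 28% in these data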;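 also: 0% = plate median of test compound wells and 100% = 2 mM ZnCl2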
# MEKK2wt PB1 HTS = raises or lowers MEK5 binding to wildtype human MEKK2 PB1 domain | Q9Y2U5 | bead flow cytometry, Alexa488-MEK5 binding to MEKK2 WT; actives lie on both sides | binding response (% of control), % at 10 µM | 290,000 tested, 1.1% active | AID 1531; in the data active = binding response below about 67% or above about 130%
# IDE inh = cellular human IDE inhibition. P14735. HEK cells, FAbetaB cleavage, fluorescence polarization. inhibition, % at 5.59 µM. 320,000 tested, 0.41% active. AID 434962;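 active = percent inhibition above the average of all tested compounds plus 3 SD, set per screening campaign, cut at about 16% in these data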;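 also: IDE supplied by intact live HEK cells; FP after avidin binding of uncleaved biotin substrate so inhibition keeps polarization high; 0% = DMSO wells and 100% = 60 µM reference IDE inhibitor Ii1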
# MEKK2mut PB1 HTS = signal of MEK5 binding to mutant human MEKK2 PB1 domain; bead flow cytometry, Alexa488-MEK5 binding to MEKK2 mutant; percent response, % at 10 µM; 290,000 tested, 0.35% active; in the data active = percent response above about 24%, passing the limit was not always enough; also: inactives centre near 1; some results filed as inactive read as strong as hits; reference of the scale not given here
# p-CIP stab down = compounds decreasing mouse p/CIP protein stability. F442A p/CIP-EGFP cells, EGFP fluorescence, 16 h. decrease of EGFP signal, % at 10 µM. 290,000 tested, 0.01% active. AID 1984;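 active = EGFP signal decrease of at least 30% at 10 µM or well 3 SD below plate mean, unless failing retest; inactive = the rest, including hits failing retest or dose response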; also: some compounds called inactive have numbers as strong as hits; many of its hits are not listed in these tables
# MEKK3 PB1 HTS = MEKK3-MEK5 PB1 interaction, increase or decrease; Q99759; bead-based flow cytometry, Alexa488-MEK5 binding to MEKK3; actives lie on both sides; 0 = blocked by unlabeled MEK5, 100 = vehicle; binding response (% of control), % at 10 µM; 290,000 tested, 1.4% active;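 active = binding response more than 3 SD above or below the average of its plate-row segment, actives on both sides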;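 also: Alexa488 bead fluorescence after subtracting the streptavidin-only scavenger bead signal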
# Target sequence (Q99759 whole entry, looked up): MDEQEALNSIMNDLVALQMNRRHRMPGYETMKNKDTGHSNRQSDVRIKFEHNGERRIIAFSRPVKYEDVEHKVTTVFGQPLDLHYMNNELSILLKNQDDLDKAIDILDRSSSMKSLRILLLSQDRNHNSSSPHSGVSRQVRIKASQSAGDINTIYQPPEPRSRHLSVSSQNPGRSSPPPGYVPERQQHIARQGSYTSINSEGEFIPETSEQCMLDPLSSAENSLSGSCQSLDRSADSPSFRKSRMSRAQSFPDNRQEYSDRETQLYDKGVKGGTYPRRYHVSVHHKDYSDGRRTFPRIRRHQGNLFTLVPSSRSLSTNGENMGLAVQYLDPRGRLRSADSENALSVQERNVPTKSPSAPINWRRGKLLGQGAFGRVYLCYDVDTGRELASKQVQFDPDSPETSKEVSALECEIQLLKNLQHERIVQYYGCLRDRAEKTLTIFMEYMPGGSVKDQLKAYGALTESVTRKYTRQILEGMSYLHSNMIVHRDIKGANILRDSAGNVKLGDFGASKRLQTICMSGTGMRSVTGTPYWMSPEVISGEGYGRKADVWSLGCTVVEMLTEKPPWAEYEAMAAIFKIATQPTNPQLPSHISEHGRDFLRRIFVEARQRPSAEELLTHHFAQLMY
# IDE act = IDE (human) activation, cell-based; activation, % at 5.96 µM; HEK cells, FAbeta-B cleavage, fluorescence polarization; 0% vehicle, 100% cell-free pure enzyme wells; 340,000 tested, 0.073% active;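 active = activation above the mean of all tested compounds plus 3 SD, set per screening campaign, cut at about 17% in these data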
# Numbers without * were called inactive; nt = not tested or not shown; [ ] = another dose, or the depositor's remark.
SMILES,UBC9 SUMO inh,NALP1 inh,M18AAP inhibitor,MEKK2wt PB1 HTS,IDE inh,MEKK2mut PB1 HTS,p-CIP stab down,MEKK3 PB1 HTS,IDE act
O=S(=O)(c1ccccc1)N1CCN=C1SCc1cccc(Cl)c1,-23.2,40.1,-4.8,102.0,3.3,4.0,-3.6,108.0,2.1
CC(C)c1ccc(NC(=O)COc2nnc(-c3cccs3)c(-c3cccs3)n2)cc1,-11.9,10.1,-9.3,112.0,5.2,7.0,-7.3,143.0*,2.0
Cc1ccc(NC(=O)c2cc(-c3cc(C)c(C)cc3O)n[nH]2)cc1C,26.1,7.2,4.8,101.0,3.2,5.0,-1.8,100.0,4.3
O=C(NC1CCS(=O)(=O)C1)/C(=C\c1ccc(F)cc1)NC(=O)c1ccccc1 (stereo not drawn),4.6,-9.6,-2.5,97.0,1.7,3.0,-3.9,101.0,2.0
O=[N+]([O-])c1cccc(/C([O-])=C(/C(=S)Nc2cccc3ccccc23)[n+]2ccccc2)c1,18.8,11.6,5.4,107.0,nt,13.0,-6.7,99.0,1.1
Cc1nc2ccsc2c(=O)n1-c1ccc(Cl)cc1,19.1,19.5,-6.8,101.0,-5.8,-1.0,-0.5,102.0,2.8
COC(=O)CCC(=O)c1oc2ccccc2c1NC(=O)CCCN1C(=O)c2ccccc2C1=O,-3.7,-9.8,3.8,101.0,1.4,1.0,-0.6,100.0,-1.7
CCOc1ccc(-c2ncncc2-c2ccccc2OC)c(O)c1,-8.7,0.2,1.1,96.0,4.8,-2.0,-9.4,94.0,-1.2
CC1(C)CC(NC(=O)c2cc(COc3cccc(C(F)(F)F)c3)on2)CCO1 (stereo not drawn),-4.1,12.3,1.7,102.0,4.0,2.0,-2.5,102.0,3.4
O=S(=O)(c1ccc(N2CCOCC2)nc1)N1CCOCC1,33.8,9.1,-1.0,109.0,4.1,10.0,-5.6,105.0,5.0
O=C(Nc1nnc(SCc2ccccc2)s1)c1cc2c(s1)CCCC2,-2.7,1.3,1.6,104.0,6.0,8.0,5.8,107.0,-2.8
CC(C)[C@H](NS(=O)(=O)c1ccc2c(c1)OCCO2)C(=O)OCC(=O)Nc1cccc(Cl)c1Cl,-4.3,29.5,2.0,98.0,-1.9,14.0,-1.2,105.0,2.8
O=C(Nc1nccs1)c1cnccn1,5.3,-20.6,9.1,102.0,0.6,2.0,4.2,95.0,3.8
CC(C)(C)c1cc(OC(=O)C2CCCC2)ccc1O,7.1,23.6,-8.9,97.0,1.1,4.0,-9.2,104.0,4.1
COC(=O)c1ccc(COc2c(F)c(F)cc(F)c2F)o1,2.0,16.2,-0.7,105.0,0.1,0.0,4.5,103.0,1.7
COc1ccccc1N1CCN(CC(O)COCc2cccs2)CC1 (stereo not drawn),7.9,-20.4,1.1,99.0,3.6,2.0,43.1,100.0,3.4
O=c1[nH]c2ccccc2nc1-c1ccc(Cl)cc1,8.1,nt,1.3,89.0,8.3,2.0,10.7,95.0,-4.7
COc1ccc(N2C(=O)c3cccc4cccc(c34)C2=O)nn1,25.9,-18.4,-15.1,107.0,-1.7,4.0,-8.5,105.0,3.3
O=C1CCCC/C1=C/Nc1ccc2c(c1)OCO2,15.5,3.9,6.6,87.0,2.1,-8.0,-5.3,90.0,4.5
COC(c1ccccc1)c1nnc(CCC(=O)N2CCN(C3CCCC3)CC2)o1 (stereo not drawn),13.7,7.6,-1.3,107.0,3.1,4.0,7.4,99.0,3.1
CCNC(=O)c1c(O)c2ccccc2[nH]c1=O,1.0,-22.6,-3.7,102.0,-0.6,5.0,-1.2,107.0,0.0
N#Cc1c(Cl)nsc1NC(=O)c1ccccc1,7.6,-6.3,-3.3,101.0,5.9,3.0,-14.2,103.0,4.1
Cc1ccc(C(=O)COC(=O)c2ccc3c(c2)C(=O)N(c2cccc4ncccc24)C3=O)cc1C,15.8,4.5,19.9,89.0,-3.7,-2.0,-5.9,97.0,6.7
COc1ccc(C2CC(C)(c3ccc(OC)cc3)Nc3ccccc3N2)cc1 (stereo not drawn),-12.8,9.0,9.7,93.0,-3.2,-9.0,3.2,96.0,-5.7
Cc1cc(C)c(C)c(S(=O)(=O)N2CCN(CC(=O)Nc3sccc3C#N)CC2)c1C,-38.7,21.4,-4.5,102.0,1.8,-2.0,-6.5,104.0,1.8

# Shown with the structure last: entries from further up
UBC9 SUMO inh | NALP1 inh | M18AAP inhibitor | MEKK2wt PB1 HTS | IDE inh | MEKK2mut PB1 HTS | p-CIP stab down | MEKK3 PB1 HTS | IDE act | smiles
-23.2 | 40.1 | -4.8 | 102.0 | 3.3 | 4.0 | -3.6 | 108.0 | 2.1 | O=S(=O)(c1ccccc1)N1CCN=C1SCc1cccc(Cl)c1
8.1 | nt | 1.3 | 89.0 | 8.3 | 2.0 | 10.7 | 95.0 | -4.7 | O=c1[nH]c2ccccc2nc1-c1ccc(Cl)cc1

# Other results follow.
SMILES,UBC9 SUMO inh,NALP1 inh,M18AAP inhibitor,MEKK2wt PB1 HTS,IDE inh,MEKK2mut PB1 HTS,p-CIP stab down,MEKK3 PB1 HTS,IDE act
CCOC(=O)c1ccc2c(c1)nc(SCC(=O)c1cc3ccccc3o1)n2CC,16.8,-12.3,5.7,55.0*[inhibitor],2.1,-51.0,2.1,73.0*[inhibitor],1.1
Cc1ccc(N2CC(C(=O)NCc3ccc4c(c3)OCO4)CC2=O)cc1C (stereo not drawn),5.2,nt,5.7,94.0,2.8,-5.0,-7.6,99.0,2.5
O=C(CSc1ccccn1)Nc1ccc(NC(=O)CSc2ccccn2)cc1,5.6,1.5,3.0,89.0,7.1,-4.0,-2.8,91.0,-0.9
Cc1nonc1NC(=O)CSc1nnc(-c2ccoc2C)n1C,-9.8,0.6,4.8,104.0,0.1,2.0,2.4,103.0,-3.3
Cc1nnc(NCCN2CCOCC2)[nH]c1=O,6.9,nt,3.8,109.0,-3.9,10.0,-13.7,105.0,6.9
Cc1sc2ncn(CC(=O)N3CCC(C(N)=O)CC3)c(=O)c2c1S(=O)(=O)N1CC(C)CC(C)C1 (stereo not drawn),7.7,10.1,-5.1,102.0,-4.9,0.0,2.5,103.0,3.1
Oc1ccc(/C=N/Nc2nccnc2Cl)cc1,-10.2,41.8,10.8,121.0,6.6,7.0,-13.8,126.0*,-1.8
CCCn1c(SCC(=O)N2CCN(C(C)=O)CC2)nc2sc3c(c2c1=O)CCC3,24.3,-4.3,0.9,110.0,4.5,6.0,-12.8,105.0,-4.4
COC(=O)C1=C(C)N(c2ccc(C)c(C)c2)/C(=C/c2ccc(O)cc2)C1=O,9.0,0.8,4.1,99.0,2.5,-10.0,5.7,105.0,3.7
COC(=O)c1ccc(=O)n(CC(=O)c2ccc(Cl)cc2)c1,-0.7,-10.0,-7.8,86.0,2.4,-17.0,-9.4,88.0,6.0
O=C1CN(C(=O)c2ccc(Cl)nc2)c2ccccc2N1,16.4,2.0,2.6,91.0,3.5,-8.0,0.8,94.0,5.6
Cc1ccc(SC(C)C(=O)NCCC2=CCCCC2)cc1 (stereo not drawn),0.1,42.3,-5.8,104.0,-0.4,9.0,-5.7,100.0,5.1
O=C(c1cnn(-c2ccccc2)c1-n1cccc1)N1CCN(C2CCCCC2)CC1,15.4,-2.5,-3.8,94.0,-0.1,10.0,-4.7,109.0,2.5
COC(=O)c1sccc1NC(=O)CSc1cc(Cl)ccc1Cl,14.9,4.4,-8.6,101.0,-6.2,-2.0,-13.4,102.0,4.4
CC(=O)c1ccc(OCCCCCCCOc2ccc(C(C)=O)cc2)cc1,0.7,-4.2,0.1,102.0,0.6,0.0,2.8,101.0,1.6
CC1Oc2ccccc2N(CC(=O)c2ccc(F)cc2)C1=O (stereo not drawn),-13.0,9.8,1.3,97.0,5.6,-4.0,1.3,98.0,-1.4
COc1ccc(-n2nc(C(=O)NCC(=O)NCCCN3CC(C)CC(C)C3)c3ccccc3c2=O)cc1OC (stereo not drawn),13.9,21.6,2.1,116.0,-1.4,12.0,2.2,104.0,3.9
Cc1cc(C(=O)O)c(C)n1-c1ccccc1,-0.9,-0.2,8.0,102.0,1.3,5.0,-1.3,98.0,-0.3
CC(C)(C)OC(=O)CNC(=O)c1nc[nH]c1C(=O)N1CCN(c2ccccc2)CC1,-2.3,10.0,10.1,108.0,4.5,10.0,-12.9,102.0,-0.4
CCOc1cc(/C=N\O)cc(Cl)c1OCC,9.2,-43.1,-4.0,102.0,-6.2,3.0,-12.1,85.0,4.5
O=C(CCc1ccccc1)NNC(=O)c1ccc(Br)cc1,-9.8,1.2,8.4,95.0,4.2,5.0,-2.9,104.0,6.2
O=C(NC1CCCC1)c1cnn2c(C(F)(F)F)cc(-c3ccco3)nc12,8.6,-2.0,-2.2,105.0,-0.3,5.0,-4.8,100.0,-6.2
COc1ccccc1CC(=O)Nc1ccc(O)cc1C(=O)O,5.8,8.6,4.1,110.0,4.2,3.0,-16.3,115.0,1.5
Cn1c(CO)cnc1SCc1ccccc1,21.4,-5.0,3.5,103.0,-0.9,6.0,-9.0,102.0,5.9
O=C(Nc1nc(-c2ccccc2)ns1)c1ccncc1,10.0,nt,-4.0,105.0,-0.9,5.0,-7.1,100.0,-2.4

# (list continues)
SMILES,UBC9 SUMO inh,NALP1 inh,M18AAP inhibitor,MEKK2wt PB1 HTS,IDE inh,MEKK2mut PB1 HTS,p-CIP stab down,MEKK3 PB1 HTS,IDE act
COc1ccccc1NC(=O)Nc1nnc(-c2ccco2)s1,-3.7,8.7,2.2,nt,-0.2,nt,-1.2,nt,nt
C=CCN(c1ccc(C(=O)Nc2cc(C)cc(C)c2)cc1)S(C)(=O)=O,2.1,18.4,2.0,106.0,3.2,0.0,8.4,104.0,-2.8
CC(=O)Nc1ccc(C(=O)OCC(=O)c2cccc([N+](=O)[O-])c2)cc1,-20.4,31.3,-6.4,108.0,-3.5,7.0,-4.4,99.0,3.2
O=C(Cc1ccccc1)NC1CCN(C(=O)NCc2ccccc2)CC1,3.1,2.5,-1.1,103.0,-1.1,4.0,-3.7,102.0,-3.3
Cc1cc(C)cc(N2CC(C(=O)NC3CCCCC3)CC2=O)c1 (stereo not drawn),2.2,15.3,-0.1,100.0,3.4,-2.0,-6.5,101.0,4.4
Cc1ccc2c(C(=O)CCl)c(C)[nH]c2c1,18.1,nt,1.7,114.0,4.2,6.0,-6.3,112.0,3.4
CCNC(=O)COn1c(SCC(=O)NCC)nc2ccccc2c1=O,-4.0,-5.3,0.2,111.0,1.4,6.0,7.5,114.0,3.1
CCCC(=O)Nc1cc(OCC)c(NC(=O)NC2CCCCC2)cc1OCC,17.3,13.6,-5.6,100.0,-4.3,1.0,1.6,100.0,-0.4
COc1ccc(CNC(=O)C(c2ccc(C)o2)N(C(=O)c2csnn2)c2ccc(C(C)C)cc2)cc1 (stereo not drawn),6.2,-31.2,-1.6,105.0,7.5,11.0,1.6,97.0,7.2
COc1cc(CNc2ccc3[nH]c(=O)[nH]c3c2)ccc1OCc1ccc(Cl)cc1,-11.6,11.0,-12.5,100.0,0.1,-1.0,-4.1,99.0,2.5
COc1ccc(N2CCN(C(=O)c3nn(C)c4c3CS(=O)(=O)c3ccccc3-4)CC2)cc1,nt,8.7,8.9,105.0,2.4,6.0,-16.5,103.0,1.5
Cc1cccnc1NC(=O)c1sc2ccccc2c1Cl,7.9,10.0,-2.4,103.0,3.5,3.0,-5.5,104.0,0.6
CSc1ncc(Cl)c(C(=O)NCc2ccc3c(c2)OCO3)n1,0.3,21.6,-0.1,98.0,-3.7,-2.0,3.1,98.0,6.3
C=CCn1c(SCC(=O)NCc2ccc3c(c2)OCO3)nnc1C1COc2ccccc2O1 (stereo not drawn),1.5,-7.4,-9.1,71.0,3.0,-11.0,3.7,72.0,-1.5

# High-throughput results deposited in PubChem by several laboratories.

# Only part of the results is shown; count on the stated rates, not on these rows.
